# Source: PubChem
# TAG inh = inhibitors of triacylglycerol accumulation | H9c2 cells, Nile Red lipid (TAG) fluorescence; cells loaded with 200 µM oleic acid | inhibition, % at 12.5 µM | hit rate 0.66% among 230,000;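 active = pattern-corrected inhibition of lipid staining of at least 50% with the nuclear-stain viability signal not falling by more than 50%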;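 also: 0% = DMSO wells and 100% = triacsin C control wells; some results filed as inactive read as strong as hits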
# TAG inh DAPI viability = recorded beside TAG inh, whose call it bears; DAPI nuclei signal change (viability), lower = more cytotoxic, %;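 whole-well DAPI fluorescence read on a plate reader as a viability signal; minus 50 percent equals half of cells still viable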
# * marks the source's active call; other numbers are inactive results; & = joins results of further samples. Some of the compounds tested, so the mix of outcomes need not match the whole.
SMILES,TAG inh,TAG inh DAPI viability
O=C(c1cc(-c2ccco2)nc2ccccc12)N(Cc1nnc(-c2ccc(Cl)cc2)o1)C1CC1,-14.2,12.3
O=C(Nc1cc(C(F)(F)F)ccc1N1CCOCC1)c1ccc(F)cc1,1.3,8.5
CCN1CCN(Cc2ccc(NC(=O)c3cc(NC(=O)N4CCNC4=O)cc(OC)c3)cc2C(F)(F)F)CC1,16.3&28.6,15.1&1.5
COc1ccc(Cc2nnc(-c3ccccc3)o2)cc1,-5.4,-3.8
COC(=O)c1c(NC(=S)NN2CCN(C)CC2)sc2c1CCC(C)C2 (stereo not given),64.8*,-12.7*
CC1(C(=O)Nc2ccc(Cl)c(Cl)c2)CCN1C(=O)Cc1ccc(-c2ccccc2)cc1 (stereo not given),-20.5,-3.4
COc1cc(C(=O)NCc2ccc(OCCN(C)C)cc2)cc(OC)c1OC,14.7,-4.0
COCCCNC(=S)NC1CC2CCC(C1)N2Cc1ccccc1 (stereo not given),-2.6,-0.6
COc1ccccc1NS(=O)(=O)c1cc(C(=O)NCc2cccnc2)ccc1C,1.0,-3.2
Cc1noc(C)c1COc1cccc(C(=O)NCCc2c[nH]c3ccccc23)c1,-5.7,-9.1
COc1cccc(S(=O)(=O)NCc2ccc(C(=O)N3CCN(Cc4ccccc4)CC3)cc2)c1,-7.8,-12.1
Cc1ccc(NC2=NC(=S)N(CC#N)C23CCCCC3)cc1,-24.3,-0.2
Cc1ccc(C(O)(C(=O)NNc2ccc3ccccc3n2)c2ccc(C)cc2)cc1,-8.6,-9.1
O=C(CSc1nnc(NC2CC2)s1)NN1C(=O)NC2(CCCCC2)C1=O,-3.9,-7.9
Cc1ccc(NC(=O)Cn2cnc3c(OCc4ccccc4)ncnc32)cc1C,9.6,5.5
O=c1cc(CN2CC(O)Cc3ccc4ccccc4c32)nc2sccn12 (stereo not given),-8.9,9.4
O=C(NCC1CCCCC1)c1csc([C@@H]2O[C@H](CO)[C@H](O)[C@H](O)[C@H]2O)n1,0.0,-4.4
COC(=O)CCC[C@H]1CC2(C[C@H](CCCO[Si](C)(C)C(C)(C)C)N1C(=O)OC(C)(C)C)OCCO2,-17.4,5.3
O=C1[C@H](Cc2ccccc2)NCCCC[C@@H](c2ccc(Cl)cc2)N1Cc1ccc(Cl)cc1,11.3,-1.9
CCOC(=O)N1CCOCCOCCN(C(=O)OCC)CCOCC1,-31.5,-2.9
CCOc1ccc(NC(=O)CN(C)S(=O)(=O)c2cccs2)cc1,-29.9,8.4
Nn1c(SCC(=O)Nc2ccccc2C(F)(F)F)nncc1=O,-0.7,0.0
CCNc1nc(NC(C)C)nc(N(C#N)C(C)C(=O)N(CC)CC)n1 (stereo not given),-1.8,6.1
Cc1cc(C)cc(OCC(=O)NNC(=O)c2cc3ccccc3oc2=O)c1,18.0,-12.9
COc1ccc(NC(=O)c2ccc(NC(=O)C3COc4ccccc4O3)cc2)c(OC)c1 (stereo not given),9.9,8.2
O=C(NCc1ccccc1)C(c1cccs1)N(Cc1cccs1)C(=O)c1cnccn1 (stereo not given),18.7,12.1
CC1(C)Cc2cccc(OCC(=O)Nc3ccc(S(N)(=O)=O)cc3)c2O1,-8.2,3.1
CCOCCCN1CN(S(=O)(=O)c2ccc(Cl)cc2)c2nc3ccccc3nc21,-13.7,22.2
Cc1c(C(=O)NC(=S)Nc2ccccc2N2CCCC2)cccc1[N+](=O)[O-],12.5,8.9
CCCN(Cc1cc2cc(C)ccc2[nH]c1=O)C(=O)c1cccc(OC)c1,-5.5,-5.6
CC(=O)Nc1ccc(NC(=O)C(C)Sc2nc3ccccc3c(=O)n2CC2CCCO2)cc1 (stereo not given),3.9,-0.8
CC1(C(=O)NCc2ccccc2Br)CCN1C(=O)Cc1ccc(-c2ccccc2)cc1 (stereo not given),2.4,2.5
C=C(CCO)C1=CCN(S(=O)C(C)(C)C)[C@H]1CCO (stereo not given in full),-11.8,11.1
CCC(CO)Oc1cc(NCc2ccc(F)cc2)c2ncn(C(C)C)c2c1 (stereo not given),-8.3,13.4
O=C(Nc1cc2c3c(c1)CC(=O)N3CCC2)c1ccco1,7.1,3.0
CCNC(=O)C1(C)CCN(C(=O)c2ccc3c(c2)CCO3)C1 (stereo not given),2.9,-6.9
COc1ccccc1OCCCN1C(=O)C(=O)c2cccc(C)c21,43.9,-28.7
COc1ccc(CCNc2nc(C)cc(C)n2)cc1OC,-9.5,6.4
Cc1ccc(C)c(CSC2=NCCN2C(=O)c2cccs2)c1,7.4,0.2
CCC(=C(c1ccc(OC)cc1)c1ccc(OC)cc1)c1cn(CC(O)CN(CCO)CCO)c2ccccc12 (stereo not given),15.8,17.4
Cc1cc(NC(=O)CCC(=O)N(Cc2ccccc2)C2(C(=O)NC3CCCCC3)CCCC2)no1,7.7,-9.2
CC(=O)N1CCN(C(=O)COC(=O)c2oc3ccccc3c2C)CC1,8.2,-0.8
CN1CCN(c2ccc(CNC(=O)C3Cc4c(-c5cccc(F)c5)ccnc4O3)cc2)CC1 (stereo not given),7.3,7.9
Cc1ccc(C(=O)Nc2cccc(C(F)(F)F)c2)cc1Nc1cnccn1,0.0,3.3
Cn1c(=O)c2cc(NC(=S)NC3CC3)ccc2n1Cc1cccc(C(F)(F)F)c1,3.8,9.7
CCC(CC)COC(=O)C1=C(C)NC(=O)NC1c1ccc(N(C)C)cc1 (stereo not given),11.2,-8.7
COCCOC(=O)C1=C(C)NC2(O)c3ccccc3C(=O)C12O (stereo not given),-10.9,19.6
Cc1c(NC(=S)N/N=C/C=C/c2ccccc2)c(=O)n(-c2ccccc2)n1C,-8.2,5.5
CCCn1c2c(c(O)c(C(=O)Nc3nccs3)c1=O)CCCC2,6.8,-4.2
Clc1ccc(-c2cnc(Oc3ccccc3)nc2)cc1,-10.4,2.5
# The listing continues:
SMILES,TAG inh,TAG inh DAPI viability
COCCCNC(=O)/C(C#N)=C/c1cc(C)[nH]c1C,-6.9,-7.4
CCN(CC)S(=O)(=O)c1ccc(C(C)NC(=O)C2CCCN2C(=O)c2cccs2)cc1 (stereo not given),-20.1,-11.3
O=C(Nc1cc(-c2ccccc2)nn1-c1c(Cl)cccc1Cl)c1ccc(F)cc1,-6.2,1.1
CCCCC(Sc1nc(N)c(NC(=O)c2ccco2)c(=O)[nH]1)C(=O)O (stereo not given),3.0,4.7
O=C(CCCN1C(=O)/C(=C\c2cccs2)SC1=S)NNC(=O)c1cccnc1,3.7,0.7
O=C(COC(=O)CC1CC2CCC1C2)NC(=O)NC1CCCC1 (stereo not given),-4.9,21.3
Cc1ccc(NS(=O)(=O)c2c(F)cc(F)c(Cl)c2F)cc1S(=O)(=O)N1CCOCC1,-10.1,6.7
O=C(O)c1cccc(Nc2ncnc3ccc(Br)cc23)c1,1.3,-5.1
CC(=O)c1ccc(S(=O)(=O)N2CCN(c3ccccc3F)CC2)cc1,-5.2,4.3
CCN1CCN(C(=S)Nc2ccc(Cl)cc2)CC1,12.1,-12.9
CC(=O)c1ccccc1NC(=O)COC(=O)c1cc[n+]([O-])cc1,12.0,-4.4
O=C(NCc1ccco1)c1ccc(OC2CCN(Cc3ccccn3)CC2)cc1,-0.3,-12.6
COc1ccc2c(c1OC)C(=O)OC2C1c2c(cc3c(c2OC)OCO3)CCN1C (stereo not given),24.1&13.7,-19.6&-8.3
C#CCCC(=O)c1ccccc1/C=[N+](\[O-])c1ccccc1,0.7,-1.7
O=C(NCc1cc([N+](=O)[O-])ccc1O)c1cccc(NS(=O)(=O)c2ccccc2)c1,0.3,0.1
CCC(Oc1ccccc1)C(=O)Nc1ccccn1 (stereo not given),19.7,-23.8
Cc1ccc(C)c(NC(=O)COC(=O)c2ccc(S(=O)(=O)N3CCCC3)cc2)c1,5.7,-8.3
CCSCC(C)(C)n1[nH]c2ccccc2c1=O,0.0,13.3
Cc1[nH]n(-c2ccccc2)c(=O)c1/C=C1\C=NN=C1c1ccccc1,-0.1,-2.1
CC(=O)Cn1c(N2CCC(Cc3ccccc3)CC2)nc2c1c(=O)[nH]c(=O)n2C,8.2,-14.2

# Compound profiles, as listed above. Screens in order: TAG inh	TAG inh DAPI viability
# Cc1ccc(C)c(NC(=O)COC(=O)c2ccc(S(=O)(=O)N3CCCC3)cc2)c1 as listed: 5.7	-8.3
# CC(=O)c1ccccc1NC(=O)COC(=O)c1cc[n+]([O-])cc1 as listed: 12.0	-4.4
# CCSCC(C)(C)n1[nH]c2ccccc2c1=O as listed: 0.0	13.3
# CC(=O)Cn1c(N2CCC(Cc3ccccc3)CC2)nc2c1c(=O)[nH]c(=O)n2C as listed: 8.2	-14.2
# C#CCCC(=O)c1ccccc1/C=[N+](\[O-])c1ccccc1 as listed: 0.7	-1.7

# The main list resumes with the two entries that preceded the break.
SMILES,TAG inh,TAG inh DAPI viability
Cc1[nH]n(-c2ccccc2)c(=O)c1/C=C1\C=NN=C1c1ccccc1,-0.1,-2.1
CC(=O)Cn1c(N2CCC(Cc3ccccc3)CC2)nc2c1c(=O)[nH]c(=O)n2C,8.2,-14.2
COc1ccc(CN2CCN(CCCc3ccccc3)C(CCO)C2)c(OC)c1 (stereo not given),7.2,-0.7
Fc1cccc(CCN2CCNC[C@H]2Cc2cccc3ccccc23)c1,22.5,16.6
CC(CN1CCCC1)OC(=O)C(c1ccccc1)c1ccccc1 (stereo not given),8.9,-11.6
CCOC(=O)C1CCN(C(=O)c2cc(C)n(C(C)(C)C)n2)CC1,-18.0,13.8
Cc1c(Cl)cccc1N1C(=O)CC(NNC(=O)c2ccc3c(c2)OCO3)C1=O (stereo not given),-8.2,3.9
Cc1ccc(S(=O)(=O)NCCC(=O)OCC(=O)NCCc2ccccc2)cc1C,3.4,-1.0
O=C(COc1coc(CN2CCc3ccccc3C2)cc1=O)Nc1cccc(F)c1,-2.1,-1.8
Clc1ccc(C=NNc2ccccn2)c(Cl)c1,6.8,-3.0
COc1ccc(CC(NC(C)=O)C(=O)NC2CCN(c3nc(C)cc(C)c3C#N)CC2)cc1 (stereo not given),8.1,4.5
CC(C)c1ccc(/C=C/C(=O)n2nnc3ccccc32)cc1,3.6,-2.9

# The final four records of the section before come first, to join the parts.
SMILES,TAG inh,TAG inh DAPI viability
O=C(COc1coc(CN2CCc3ccccc3C2)cc1=O)Nc1cccc(F)c1,-2.1,-1.8
Clc1ccc(C=NNc2ccccn2)c(Cl)c1,6.8,-3.0
COc1ccc(CC(NC(C)=O)C(=O)NC2CCN(c3nc(C)cc(C)c3C#N)CC2)cc1 (stereo not given),8.1,4.5
CC(C)c1ccc(/C=C/C(=O)n2nnc3ccccc32)cc1,3.6,-2.9
Cc1cc(C(=O)NNC(=S)NCc2ccco2)n(C)n1,-2.4,4.5
COc1ccccc1C1SCCN1S(C)(=O)=O (stereo not given),-7.5,0.1
CCOc1ccc(N2C(=O)CC(Sc3nc4ccc(OCC)cc4s3)C2=O)cc1 (stereo not given),-5.3,6.1
CCOC(=O)C1=C(COC(=O)c2ccccc2OC)NC(=O)NC1C (stereo not given),-2.4,0.6
CC(=O)Oc1ccc2nc(-c3ccc(Br)o3)oc(=O)c2c1,6.0,-13.5
CN(C)CCNc1ncnc2c1ncn2[C@H]1CN(Cc2ccc(F)cc2)C[C@@H](CO)O1,8.7,0.9
CC(=O)c1ccc(S(=O)(=O)NCC2(N3CCOCC3)CCCCC2)cc1,-2.7,1.9
COc1ccc(C)cc1NC(=O)NCc1ccccn1,-30.3,-2.3
O=C(CCc1nnc(Cc2c[nH]c3ccccc23)o1)NCC1CC12CCCCC2 (stereo not given),23.4,-7.9
COc1cc(C)nc(NC(=O)COc2ccc(Cl)cc2C)n1,-0.7,-2.9
CSc1ccc(CN2CCC2(C)C(=O)NCc2ccc3c(c2)OCO3)cc1 (stereo not given),0.5,-4.8
CC(C)=CC(=O)OCC(=O)NC(=O)NC(C)(C)C,-12.3,-1.8
CCN(C(=O)CSc1nnc(-c2ccc(F)cc2)c2ccccc12)C1CCS(=O)(=O)C1 (stereo not given),-2.2,5.9
COc1cc(/C=N/NC(=O)c2sc3ccccc3c2Cl)ccc1OC(=O)c1ccc([N+](=O)[O-])cc1,-0.4,2.5
COc1cc(CC(=O)N2CCc3ccccc32)cc(OC)c1OC,10.4,-6.3
CC(=O)NC(=Cc1ccccc1)C(=O)N1CCCC1C(=O)O (stereo not given),-7.3,3.0
Cc1cccc(-n2cnc3c(c2=O)c2nc4ccccc4nc2n3Cc2ccco2)c1,14.6,-1.3
C[C@@]12CCC3[C@@](CCC4[C@@]3(C)CCC[C@@]4(C)C(=O)N3CCOCC3)(CC1=O)C2 (stereo not given in full),-5.2,6.2
CCCCNc1cc(C)nc(NCc2ccccc2)n1,-14.3,-0.3
COc1ccc(C(=O)/C=C2\NCC3c4ccccc4CCN3C2=O)cc1 (stereo not given),12.8,-9.5

# Six entries from above, with values under each structure:
# Values run as follows: TAG inh | TAG inh DAPI viability
> COc1ccc(CC(NC(C)=O)C(=O)NC2CCN(c3nc(C)cc(C)c3C#N)CC2)cc1 (stereo not given)
→ 8.1 | 4.5
> O=C(NCc1cc([N+](=O)[O-])ccc1O)c1cccc(NS(=O)(=O)c2ccccc2)c1
→ 0.3 | 0.1
> Cc1cc(C)cc(OCC(=O)NNC(=O)c2cc3ccccc3oc2=O)c1
→ 18.0 | -12.9
> O=C(CCCN1C(=O)/C(=C\c2cccs2)SC1=S)NNC(=O)c1cccnc1
→ 3.7 | 0.7
> COCCCNC(=O)/C(C#N)=C/c1cc(C)[nH]c1C
→ -6.9 | -7.4
> CCOC(=O)C1CCN(C(=O)c2cc(C)n(C(C)(C)C)n2)CC1
→ -18.0 | 13.8

# (listing goes on)
SMILES,TAG inh,TAG inh DAPI viability
Cc1cc(C)n2nc(C(=O)OCC(=O)N3CCC3)nc2n1,-8.5,11.7
CCOC(=O)c1ccc(NC(=O)c2nc[nH]c2C(=O)N[C@@H](CCCCNC(=O)OC(C)(C)C)C(=O)OC(C)(C)C)cc1,27.5,-15.5
COc1cccc(-c2cc(C(F)(F)F)n3nc(C(=O)Nc4c(C)n(C)n(-c5ccccc5)c4=O)cc3n2)c1,2.6,-4.4
COc1cc(NC(=O)CCCn2c(=O)oc3ccccc32)cc(OC)c1,-5.7,-0.3
CCc1nc2ccc(C(=O)Nc3cccc(OCC(=O)N(C)C)c3)cn2c1N(CC)CCOC,-1.6,-3.7
